HUVEC inhibit – inhibitors of HUVEC proliferation, primary screen, cell-based, 384-well; viability, % at 10 µM (by protocol); CellTiter-Glo luminescence, 72 h; stronger effect = lower value; AID 648, 2007; 86,000 tested, 1.1% active;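 active means viability at or below 30%; inactive means viability above 30%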;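 further: 100% = median luminescence of DMSO-only cell control wells on each plate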
hDAT+cocaine – changed hDAT dopamine uptake under cocaine IC80, either direction, primary screen, cocaine antagonist project, cell-based, LLC-PK1 hDAT, [14C]-dopamine uptake, MLSMR | Sodium-dependent dopamine transporter (Homo sapiens), Q01959 | LLC-PK1 hDAT cells, [14C]-dopamine uptake with cocaine IC80; actives deviate in either direction | B-score at 10 µM | 110,000 tested, 1.3% active | AID 449768, 2010;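 active means Z score or B-score, a plate-position-corrected score, falls beyond the plate's 99.7% confidence bounds, in either direction; inactive means both scores lie inside the 99.7% bounds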;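 further: scored against the spread of the other compound wells on the same plate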
Fibroblast inh – antiproliferative effect on LL 47 fibroblasts – human, LL 47 cells, CellTiter-Glo luminescence, primary screen; LL 47 human lung fibroblast viability, ATP luminescence; stronger effect = lower value; viability, % at 10 µM; AID 719, 2007; 85,000 tested, 1.1% active;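 active means viability at or below 50% in the single dose screen; inactive means viability above 50%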;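 further: compound exposure lasted 72 h before the ATP readout; 100% = median luminescence of untreated cell-only wells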
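Assay system: human lung fibroblast line LL 47, low passage. Input: 1,150 fibroblasts seeded per well. Times: overnight cell rest, 72 h compound treatment at 37 °C. Evaluation: % viability of median cell-only signal. Technique: luminescent ATP detection, CellTiter-Glo. Control set: cell-only wells, no compound.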
H69AR growth 86K – proliferation blockers of H69AR lung cancer cells, primary screen, cell-based, human, 86K library | H69AR lung tumor viability, ATP luminescence, 72 h; stronger effect = lower value | viability, % at 10 µM | 85,000 tested, 6% active | AID 598, 2007;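 active means viability at or below 40%; inactive means viability above 40%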;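 further: multidrug resistant small cell line overexpressing MRP-1 efflux transporter; 100% = mean luminescence of untreated control wells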
* = called active by the depositor; & = joins results of further samples.

SMILES | HUVEC inhibit | hDAT+cocaine | Fibroblast inh | H69AR growth 86K
CC[C@@H]1C(=O)OC[C@@H]1Cc1cncn1C | 110&95 | 0.66&-0.093 | 107&114 | 102&100

High-throughput results deposited in PubChem BioAssay by several laboratories.

An excerpt; count on the stated rates, not on these rows.
